# BaF3 tox: parental Ba/F3 viability inhibition as JAK2V617F counter-screen. 220,000 compounds, 1.1% hits. CellTiter-Glo ATP luminescence. AID 1486. inhibition, % at 5.6 µM;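 active means inhibition above a per-campaign cutoff, the mean inhibition of all tested compounds plus 3 SD, cut at about 27% in these data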;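 further: 0% = DMSO wells and 100% = JAK Inhibitor I control wells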
# p97 ATPase inh: inhibitors of human p97 ATPase | P55072 | recombinant p97 ATPase, Kinase-Glo ATP luminescence, 3 h | inhibition, % at 8 µM | 220,000 compounds, 0.42% hits | AID 1481; in the data active means inhibition above about 15%;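 further: 0% = DMSO vehicle and 100% = wells lacking enzyme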
# RBBP9 inhibitor: blocks human serine hydrolase RBBP9; O75884; 220,000 compounds, 0.2% hits; inhibition, % at 7.94 µM; recombinant RBBP9, FP-Rh probe fluorescence polarization;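 active means inhibition above the campaign mean of all tested compounds plus 3 SD, cut at about 14% in these data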;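 further: plate controls were DMSO wells with RBBP9 for no effect and wells lacking RBBP9 protein for full effect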
# Target sequence (O75884 whole entry, looked up): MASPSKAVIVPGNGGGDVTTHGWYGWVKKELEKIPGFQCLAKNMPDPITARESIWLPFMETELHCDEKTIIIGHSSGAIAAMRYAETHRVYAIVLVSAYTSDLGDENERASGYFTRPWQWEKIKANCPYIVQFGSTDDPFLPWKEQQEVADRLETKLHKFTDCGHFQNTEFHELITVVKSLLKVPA
#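 System: RBBP9 protein / Quantity: 2.5 µM RBBP9 dispensing solution, before mixing / Also added: Serine-hydrolase probe FP-Rh, 375 nM pre-mixing / Dosing: 7.94 µM single dose, 0.794% DMSO / Timing: enzyme-compound preincubation 30 min, then probe labeling 45 min, 25 °C / Signal: FP readout at 525/598 nm / Controls: DMSO-treated enzyme wells and wells lacking RBBP9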
# Tb hexokinase: blocks Trypanosoma brucei hexokinase 1 activity; recombinant TbHK1, G6PDH-coupled NADH A340; inhibition, % at 10 µM; 220,000 compounds, 0.11% hits;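 active means inhibition of 50% or more in the single-dose primary screen; inactive means inhibition below 50%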
# PPC-1+TRAIL kill: compounds killing PPC-1 cancer cells with TRAIL present (potentiator screen, no TRAIL-free arm). 220,000 compounds, 0.41% hits. cell killing (% activity), % at 4 µM. AID 1443. PPC-1 cells + TRAIL, ATPLite viability luminescence;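 active means cell killing above 50% in the first pass at 4 µM, then a duplicate retest at 5 µM averaging 50% or more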;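 further: plate controls were cells with TRAIL plus DMSO for no effect and medium-only wells lacking cells for full effect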
# p47phox inh: blocks human p47phox regulatory protein of NADPH oxidases. P14598. p47phox/p22phox peptide binding, fluorescence polarization, 2 h. inhibition, % at 24.7 µM. 220,000 compounds, 0.53% hits. AID 1274;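 active means inhibition above about 30%, limit read from the data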;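 further: 0% = p47phox with labelled peptide and 100% = labelled peptide alone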
# Target sequence (P14598 whole entry, looked up): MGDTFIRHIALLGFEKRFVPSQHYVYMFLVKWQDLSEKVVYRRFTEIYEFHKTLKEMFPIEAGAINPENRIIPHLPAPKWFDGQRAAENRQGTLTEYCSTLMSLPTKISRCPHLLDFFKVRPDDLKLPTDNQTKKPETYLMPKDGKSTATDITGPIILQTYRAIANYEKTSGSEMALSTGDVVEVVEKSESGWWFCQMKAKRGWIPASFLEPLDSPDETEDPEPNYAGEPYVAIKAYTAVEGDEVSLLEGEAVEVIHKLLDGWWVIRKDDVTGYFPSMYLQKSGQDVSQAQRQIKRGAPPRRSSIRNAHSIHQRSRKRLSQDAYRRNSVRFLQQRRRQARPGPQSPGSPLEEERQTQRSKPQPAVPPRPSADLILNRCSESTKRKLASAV
# PGE2 EP2 inh: inhibitors of human EP2 prostaglandin E2 receptor; AID 1422; C6 glioma cells expressing human EP2, cAMP TR-FRET; cells stimulated with saturating PGE2; 260,000 compounds, 0.52% hits; inhibition, % at 25 µM; P43116;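 active means percent inhibition above 40 after rounding to a whole number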;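 further: rat C6 glioma host cells with rolipram phosphodiesterase inhibitor present; the protocol text gives 20 µM as final concentration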
# Target sequence (P43116 whole entry, looked up): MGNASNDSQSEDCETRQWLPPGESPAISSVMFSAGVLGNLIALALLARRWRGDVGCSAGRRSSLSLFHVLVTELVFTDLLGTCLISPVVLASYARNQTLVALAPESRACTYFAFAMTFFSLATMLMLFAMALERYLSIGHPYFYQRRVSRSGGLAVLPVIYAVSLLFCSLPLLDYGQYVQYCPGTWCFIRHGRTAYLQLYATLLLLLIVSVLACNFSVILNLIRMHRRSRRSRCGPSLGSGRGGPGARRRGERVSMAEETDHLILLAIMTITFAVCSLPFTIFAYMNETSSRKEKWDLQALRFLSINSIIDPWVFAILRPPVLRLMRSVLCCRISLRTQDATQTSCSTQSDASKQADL
# Ba/F3 V617F tox: loss of viability in JAK2V617F-driven Ba/F3 cells; inhibition, % at 5.6 µM; Ba/F3 EpoR-JAK2V617F viability, ATP luminescence; 220,000 compounds, 1.1% hits;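 active means inhibition above the campaign mean plus 3 SD over all tested compounds, cut at about 24% in these data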;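 further: cytokine-independent growth of Ba/F3 cells driven by EpoR plus mutant JAK2; 0% = DMSO-treated cells and 100% = JAK inhibitor I control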
# Furin inh: inhibitors of human furin; purified furin, fluorogenic substrate cleavage; inhibition, % at 30 µM; 220,000 compounds, 0.061% hits; in the data active means inhibition above about 25%; further: inactives centre near -15
# * marks the source's active call; other numbers are inactive results; · = not tested or not shown; & = joins results of further samples; [ ] = remark or other dose. The list is partial; rates above refer to the full screens.
SMILES,BaF3 tox,p97 ATPase inh,RBBP9 inhibitor,Tb hexokinase,PPC-1+TRAIL kill,p47phox inh,PGE2 EP2 inh,Ba/F3 V617F tox,Furin inh
COc1ccc(N2C(=O)CC(N(CCc3ccccc3)C(=O)/C=C/C(=O)O)C2=O)cc1 (stereo unspecified),1,6,-3,13,16,-2,3,2,-7
Cc1nn(C)c(C)c1/C=C/C(=O)c1ccccc1,2,-1,-12,-34,-12,1,14,0,-3[20 µM]
Cc1ccc(C(=O)Nc2ccccc2Sc2ccccc2)cc1,5,3,-3,8,-7,-8,8,-4,-19
COc1ccc(C(=O)N[C@H](C(=O)Nc2ccc(S(=O)(=O)N3CCOCC3)cc2)C(C)C)cc1,3,2,-1,7,13,-1,5,2,-19
CC(=O)[C@@]1(O)CC[C@H]2[C@@H]3CCC4=CC(=O)CC[C@]4(C)[C@H]3[C@@H](O)C[C@@]21C,-3,10,-5,3,12,0,10,8,-14
COc1ccc(-c2nnc(SCC(=O)N/N=C/c3ccccc3C(=O)O)n2-c2ccc(Cl)cc2)cc1,2,2,4,-9,-7,-10,7,1,-7
COc1ccc(C2NC(=O)NC(O)(C(F)(F)F)C2C(=O)c2ccccc2)cc1OC (stereo unspecified),4,4,-7,7,5,-6,6,-1,-18[20 µM]
O=C(c1ccc(F)cc1)N1CCN(C2CC3CCC2C3)CC1 (stereo unspecified),10,10,-2,3,-2,-6,2,-2,-27
CNC(=S)N1CCc2cc(OC)c(OC)cc2C1COc1ccc(OC)cc1 (stereo unspecified),-1,0,-10,3,4,-1,3,4,-7
CCOC(=O)c1cc(-c2ccc(OC)cc2)nn1-c1ccc(C(=O)O)cc1,9,-1,-2,10,-14,2,5,4,-10
CCN(CC)c1ccc(CNC23CN4CN(CN(C4)C2)C3)cc1,3,-4,-11,0,16,-6,8,2,-7[20 µM]
CC(C#CCN1CCCCC1)OCCOCc1ccccc1 (stereo unspecified),8,-3,-1,-1,0,2,16,4,-7[20 µM]
COc1cc(C2Nc3ccc4ncccc4c3C3=C2C(=O)CCC3)cc(OC)c1O (stereo unspecified),7,5,13,-14,-9,-2,10,0,-8[20 µM]
COc1ccc(Oc2nc(-c3cccnc3)nc3ccccc23)cc1,-6,-1,-4,-9,10,-29,11,-1,-22
CC(C)(C)NC(=O)C(=O)NNC(=O)COc1ccc(Br)cc1,5,-4,-7,4,-5,2,-1,3,-13
Cc1c2c(nc3c(C(=O)NC4CCCC4)cnn13)CCCC2,2,4,-6,-2,20,-11,4,-5,-26
CCCOC(=O)CSC1=C(C#N)C(c2ccccc2OCC)C(C#N)C(=O)N1 (stereo unspecified),2,1,-4,-17,11,-10,6,1,-12
Cc1c(C(=O)NCCCN2CCCC2=O)oc2ccccc12,7,3,-6,5,-3,-18,9,-2,-30[20 µM]
CCOC(=O)c1oc2cc(O)c(CC)cc2c(=O)c1-c1cscn1,4,3,-1,-5,-16,-6,1,0,-16
O=C(c1cccs1)N1CCN(Cc2ccncc2)CC1,2,3,-8,2,-10,-7,10,-1,-15
O=C(NCc1ccc2c(c1)OCO2)C(=O)NC1CCCCC1,6,1,-10,-2,28,-8,14,-2,-22[20 µM]
COc1ccccc1NC(=O)CC1Nc2ccccc2NC1=O (stereo unspecified),4,9,4,-16,6,-10,8,1,-3[20 µM]
CCC(c1nnc(SCC(=O)Nc2cccnc2Cl)n1-c1ccccc1)N(C)C (stereo unspecified),0,0,-11,-5,28,1,5,0,-18
O=C(C/C=N\OCc1ccc([N+](=O)[O-])cc1)Nc1ccccc1,1,0,6,-5,30,-10,5,-3,-17
COc1cccc(OC)c1C(=O)Nc1cc(C)on1,0,-5,-7,3,10,-10,·,3,-3[20 µM]

# One compound at a time (already shown). Order of screens: BaF3 tox | p97 ATPase inh | RBBP9 inhibitor | Tb hexokinase | PPC-1+TRAIL kill | p47phox inh | PGE2 EP2 inh | Ba/F3 V617F tox | Furin inh
# O=C(NCc1ccc2c(c1)OCO2)C(=O)NC1CCCCC1 in the list: 6 | 1 | -10 | -2 | 28 | -8 | 14 | -2 | -22[20 µM]
# O=C(c1ccc(F)cc1)N1CCN(C2CC3CCC2C3)CC1 (stereo unspecified) in the list: 10 | 10 | -2 | 3 | -2 | -6 | 2 | -2 | -27
# CNC(=S)N1CCc2cc(OC)c(OC)cc2C1COc1ccc(OC)cc1 (stereo unspecified) in the list: -1 | 0 | -10 | 3 | 4 | -1 | 3 | 4 | -7

# Carrying on.
SMILES,BaF3 tox,p97 ATPase inh,RBBP9 inhibitor,Tb hexokinase,PPC-1+TRAIL kill,p47phox inh,PGE2 EP2 inh,Ba/F3 V617F tox,Furin inh
CCc1ccc2nc(SCC(=O)NCC3CCCO3)c(C#N)cc2c1 (stereo unspecified),5,4,2,-2,·,0,6,-2,-23
COc1ccc(-c2cn(-c3ccccc3)c3[n+]2CCS3)cc1,67*,4&-1,-6&1,8&3,9&24,-7&-16,8&8,76*,-25&-19
Cc1nn(-c2ccccc2)c(Cl)c1/C=N/N1CCN(c2ccccn2)CC1,5,-2,-4,2,10,0,2,4,-12
C/C(CC(=O)Nc1cccc(C(F)(F)F)c1)=N\NC(=O)C(=O)NCC(C)C,2,4,-3,-7,10,·,5,2,-39
Cn1c(=O)c2cn(-c3ccccc3)cc2n(C)c1=O,3,-4,-11,1,3,6,13,2,-15[20 µM]
C/C(=N\NC(=S)NC1CCCCC1)c1cccc(Br)c1,6,-5,-9,-2,0,-6,8,9,-12
Cc1ccc(C(=O)CSc2nc3cc(S(=O)(=O)N4CCOCC4)ccc3o2)cc1,4,3,-2,-4,-10,-14,10,-2,-25
CCOc1ccc(CCNC(=O)Cn2c(-c3nonc3N)nc3ccccc32)cc1OCC,-1,3,-4,-1,-1,-12,8,-4,-7
O=C(Nc1ccc(F)cc1F)c1csc(-c2cccs2)n1,5,-6,-6,10,1,11,8,3,-9
Cc1ccc(NC(=S)N/N=C/c2cccn2Cc2ccccc2F)cc1,3,-5,-9,-7,7,0,3,1,1
COCCn1c(SCCCc2ccccc2)nc2c1c(=O)[nH]c(=O)n2C,7,-1,-8,-1,4,-7,11,0,-19
Nc1nc(SCC(=O)Nc2cc(-c3ccccc3)nn2-c2ccccc2)n[nH]1,1,2,2,3,14,-1,7,-6,-17[20 µM]
Cc1ccsc1/C=N/NC(=O)Nc1ccccc1,8,1,3,-8,10,-1,5,1,-20
COC(=O)[C@@H](NC(=O)Nc1cccc(OC)c1)C(C)C,-3,6,0,1,24,-3,8,-4,-21[20 µM]
Cc1ccnc(SCC(=O)N2CCCc3ccccc32)n1,9,1,-3,4,10,-3,4,5,-29
O=C(O)c1cc(C(=O)O)c(-c2ccccc2)c(C(=O)O)c1,6,6,2,1,16,-5,1,-3,-18
O=C1C=C(c2cccs2)C[C@H](c2ccccc2)[C@H]1n1nnc([N+](=O)[O-])n1,11,0,-5,-28,26,-4,8,18,-8
CN(C)C(=O)Cn1c(=O)n(C)c2ccccc21,10,6,-1,6,-18,-10,10,1,-17
COc1ccc(C2C([N+](=O)[O-])=C(C)N(C)C(=O)N2C)cc1OC (stereo unspecified),7,6,0,-7,15,-18,6,1,-10
O=C(O)CCCC(=O)Nc1ccc(Br)cc1C(=O)O,2,-3,-3,1,14,-6,5,-1,-15[20 µM]
CC1CCCN(C(=O)CSc2nnc(-c3ccc(S(=O)(=O)N4CCOCC4)cc3)n2C)C1 (stereo unspecified),5,2,-2,8,6,1,12&11,-1,-23
O=S(=O)(Nc1nc(-c2sccc2Cl)cs1)c1cc(Cl)ccc1Cl,6,-2,0,29,12,-80,1,-3,-19[20 µM]
COc1ccccc1CNC(=O)C1CC(=O)N(c2ccc(C)c(C)c2)C1 (stereo unspecified),2,1,5,0,-2,0,5,-2,-6[20 µM]
CN(C(=O)COC(=O)/C=C/c1ccccc1[N+](=O)[O-])c1ccccc1,8,-1,-2,-2,0,1,9,0,-24
COC(=O)C1=COC(C)C2CN3CCc4c([nH]c5ccccc45)C3CC12 (stereo unspecified),4,1,1,-7,1,-12,17,1,-19

# New compounds follow
SMILES,BaF3 tox,p97 ATPase inh,RBBP9 inhibitor,Tb hexokinase,PPC-1+TRAIL kill,p47phox inh,PGE2 EP2 inh,Ba/F3 V617F tox,Furin inh
O=C(c1ccc(F)cc1)N1CCN(c2cc(N3CCCCC3)c(F)cc2[N+](=O)[O-])CC1,2,0,6,-3,2,-5,7,2,-5[20 µM]
c1ccc(C(c2nnnn2C2CCCCC2)N2CCc3ccccc3C2)nc1 (stereo unspecified),-1,5,1,-5,-7,2,13,-2,-14
C/C=C(\C)c1nnc(NC(=O)c2ccco2)s1,1,1,6,-29,17,-12,20,-2,-11[20 µM]
Cc1ccc(-n2nc3c(n2)/C(=N/O)CC/C3=N\O)cc1,3,-1,-5,-5,11,-11,8,3,-19[20 µM]
c1cncc(-c2nnc(-c3cccs3)o2)c1,6,7,2,-6,2,7,7,-4,-33
CC(=O)Nc1nc2ccccc2n1Cc1ccccc1Cl,-7,5,-9,-7,-3,-10,5,0,-27
COc1cccc(-n2c(CN3CCN(Cc4ccccc4)CC3)nc3ccc([N+](=O)[O-])cc3c2=O)c1,2,0,-2,3,-12,6,0,-4,-4
C/C(=N/NC(=O)c1ccccn1)c1c[nH]c2ccccc12,2,2,-6,-47,27,-6,12,3,-2
CCOC(=O)c1c(NC(=O)CC2SC(N)=NC2=O)sc2c1CCCC2 (stereo unspecified),4,-1,-5,-8,16,-4,2,0,-5[20 µM]
COc1ccc2c(c1)CCC(C)N2C(=O)C(=O)c1c[nH]c2ccccc12 (stereo unspecified),1,3,-5,-15,4,-6,5,0,-14
COc1ccc(CNC(=O)N[C@@H](CC(C)C)C(=O)O)cc1OC,1,2,-8,-4,4,-6,4,-4,-22
Cc1ccc(N2CCN(/N=C/c3c(C)nn(-c4ccccc4)c3Cl)CC2)cc1,2,1,1,34,9,0,6,-3,-4
CC(Oc1ccc(Cl)cc1Cl)C(=O)Nc1ccc(OCC(=O)O)cc1 (stereo unspecified),6,1,5,0,2,3,4,2,-19
CC(=O)c1c(C(C)=O)c(C)n(-c2ccc(N)cc2)c1C,2,2,-2,-7,18,-2,·,-1,-8[20 µM]
CN(C(=O)CSc1nnnn1-c1ccccc1)C1CCS(=O)(=O)C1 (stereo unspecified),5,0,5,-1,4,2,3,-1,-18
Clc1ccccc1-c1nnc2sc(-c3cccs3)nn12,5,0,-9,-4,-22,-11,3,-1,-15
O=C(Nc1cc(S(=O)(=O)N2CCCC2)ccc1OCC(F)(F)F)c1ccc(F)cc1,4,9,-1,-1,25,-11,0,0,-21
CCOC(=O)c1cc(-c2ccc(OC(F)F)cc2)nc2c1c(=O)[nH]c(=O)n2C,0,3,-7,0,27,-1,6,-4,-48
CN(C)C(=S)Nn1c(-c2ccccc2)nc2ccccc2c1=O,1,6,0,-4,-10,-7,5,-3,-18
CCn1c(SCC(=O)c2ccccc2)nnc1-c1cnccn1,2,1,-6,-3,20,-14,4,2,-16[20 µM]
Cc1cc(=O)oc2cc(OC(C)C(=O)Nc3nccs3)ccc12 (stereo unspecified),5,-7,-9,-9,-5,-6,6,2,7[20 µM]
Cc1ccc(NC(=O)CCNS(=O)(=O)c2cccc3nsnc23)cc1,1,6,-5,-4,17,6,5,-5,-20
COc1ccc(C(CC(=O)Nc2nccs2)n2cccc2)cc1 (stereo unspecified),3,-5,-8,-7,-6,0,18,2,-7
Cc1sc(NC(=O)CN(Cc2ccc(F)cc2)C(=O)C(C)C)c(C(N)=O)c1C,5,5,-4,0,21,-11,8,-1,-24[20 µM]
CCc1c(C)nc(SCC(=O)Nc2nc(-c3ccc(OC)cc3)cs2)[nH]c1=O,5,-5,-13,2,12,-7,4,4,-9

# From PubChem BioAssay
